Source: PubChem (several laboratories)
STK33 kinase inh – blocks human STK33 kinase activity; 0.073% of 320,000 active; Q9BYT3; purified STK33, MBP phosphorylation, ADP-Glo luminescence; inhibition, % at 10 µM; AID 2661;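 active means inhibition at or above 25%, using the most active replicate where run in duplicate; inactive means inhibition below 25%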
Target sequence (Q9BYT3 whole entry, looked up): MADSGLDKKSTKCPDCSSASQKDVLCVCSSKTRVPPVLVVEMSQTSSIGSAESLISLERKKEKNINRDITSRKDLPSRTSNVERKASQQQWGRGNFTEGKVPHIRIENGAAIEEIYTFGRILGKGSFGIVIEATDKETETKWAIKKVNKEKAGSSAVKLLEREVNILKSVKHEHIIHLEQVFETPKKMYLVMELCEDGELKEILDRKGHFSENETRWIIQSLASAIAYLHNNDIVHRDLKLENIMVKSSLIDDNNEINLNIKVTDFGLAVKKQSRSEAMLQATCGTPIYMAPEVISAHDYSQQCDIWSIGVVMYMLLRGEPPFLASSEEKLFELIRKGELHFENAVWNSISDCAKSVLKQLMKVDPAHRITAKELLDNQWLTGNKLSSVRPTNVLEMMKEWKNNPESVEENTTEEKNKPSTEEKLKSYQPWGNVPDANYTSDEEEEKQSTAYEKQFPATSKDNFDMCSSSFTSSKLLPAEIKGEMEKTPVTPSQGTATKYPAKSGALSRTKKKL
OX1R antag – antagonists of human orexin 1 receptor (OX1R). O43613. OX1R-expressing cells, FRET antagonist read-out. inhibition, % at 6.6 µM. 1.8% of 330,000 active; in the data active means inhibition mostly above about 38%, no sharp cut-off; inactive means mostly below about 40%;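 further: 0% = agonist challenge alone and 100% = reference antagonist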
Target sequence (O43613 whole entry, looked up): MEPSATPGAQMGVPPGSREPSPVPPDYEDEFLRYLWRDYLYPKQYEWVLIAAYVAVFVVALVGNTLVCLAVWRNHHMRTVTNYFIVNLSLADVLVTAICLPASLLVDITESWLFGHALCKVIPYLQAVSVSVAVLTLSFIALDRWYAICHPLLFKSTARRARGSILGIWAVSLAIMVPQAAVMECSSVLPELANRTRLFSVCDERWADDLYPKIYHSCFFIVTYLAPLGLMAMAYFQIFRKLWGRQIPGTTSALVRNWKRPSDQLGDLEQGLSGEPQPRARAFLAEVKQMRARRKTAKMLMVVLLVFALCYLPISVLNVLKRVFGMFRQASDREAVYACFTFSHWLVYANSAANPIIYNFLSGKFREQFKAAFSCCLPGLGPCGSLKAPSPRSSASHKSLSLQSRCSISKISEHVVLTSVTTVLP
Active calls of the source: *; · = no result given.

mol	STK33 kinase inh	OX1R antag
CCOP(=O)(OCC)C(NC(=O)Nc1cccc(Cl)c1)c1ccccc1 (stereo unspecified)	0.1	12
O=C(C1=C[C@H](C2CCCCC2)C[C@H](OCCCCO)O1)N1CCN(Cc2ccccc2)CC1	-1.6	15
CC(C)c1ccc(C(C)NCCS(=O)(=O)c2ccc(Cl)cc2)cc1 (stereo unspecified)	-0.5	13
COc1ccc(/C=N/NC(=O)CNC(=O)c2ccc3c(c2)OCCO3)c(C(=O)O)c1OC	-0.7	24
CCn1c(COc2ccccc2OC)nnc1SCC(=O)NC1CCCC1	-0.6	15
O=C(O)c1ccc(N2CC3CC(C2)c2cccc(=O)n2C3)c(NC(=S)Nc2ccc(Cl)cc2Cl)c1 (stereo unspecified)	1.7	2
Cc1ccnc2c1NC(=O)c1cccnc1N2C1CC1	-1.8	10
O=C(Cn1c(-c2ccccc2)c[n+]2ccsc12)c1ccc([N+](=O)[O-])cc1	-0.1	30
C[C@H]1COC(=O)[C@@H](CC(=O)OC(C)(C)C)C/C=C\C[C@H](CC(=O)NCCO)C(=O)N1	-1.1	-4
CC1=C[C@H](C)[C@H](c2c(F)cccc2Cl)CC1=O	-1.3	7
COc1cccc(N2CC(O)Cn3c2nc2c3c(=O)[nH]c(=O)n2C)c1 (stereo unspecified)	-0.3	·
CN1CCN(CCCNC(=O)c2ccc(Cn3c(=S)[nH]c4ccc(Br)cc4c3=O)cc2)CC1	1.3	5
CN(C[C@H](Cc1ccccc1)N(C[C@@H](Cc1cccc2ccccc12)N(CCc1ccccc1)N=O)N=O)N=O	-0.1	37
COc1ccc(C)cc1S(=O)(=O)Nc1cc2c3c(c1)CC(=O)N3CCC2	-1.8	1
COc1ccc(S(=O)(=O)N2CCC(C(=O)NCc3ccncc3)CC2)cc1Cl	-1.5	18
O=C1c2ccccc2NC2(CCCC2)N1NS(=O)(=O)c1ccccc1	-0.3	19
O=C(Nc1ccc(OC(F)F)c(Cl)c1)c1cccc(OC(F)F)c1	5.7	23
Cc1ccc(NCc2nnc(SCC(=O)N3CCCCC3)n2CC2CCCO2)c(C)c1 (stereo unspecified)	-1.0	0
Cc1c(C(=O)N2CCCCC2)c(S(=O)(=O)NCCc2ccc(S(N)(=O)=O)cc2)c(C)n1C	-0.9	13
Cc1cccc(C)c1OCc1cc(C(=O)N(C)CCc2ccccn2)no1	0.2	13
COCc1[nH]c(=S)[nH]c(=O)c1C	-1.2	2
Cc1ccc2oc(=O)c(/C=C(\O)c3cccs3)nc2c1	0.0	7
O=C(NC1CCCC1)c1ccc2nc(-c3ccco3)c(-c3ccco3)nc2c1	·	63*
C=CCn1c(SCC(C)=O)nc2scc(-c3ccco3)c2c1=O	3.0	4
COc1ccccc1N(C)S(=O)(=O)c1ccc(C(=O)NCc2ccc3c(c2)OCO3)cc1	-0.9	17
COc1ccc(Br)cc1CNC(=O)C1CCN(S(=O)(=O)N2CCC(C)CC2)CC1	-1.6	16
CC(C)CCn1nnnc1C(c1ccccc1)N1CCN(C)CC1 (stereo unspecified)	-0.5	11
CCCC(=O)NC(=S)Nc1cccc(NC(=O)c2ccc(Cl)cc2Cl)c1	-1.8	27
O=C(CCC(F)(F)F)N1CCCC(CO)(CCc2ccccc2)C1 (stereo unspecified)	-1.1	3
O=C(CC(=O)NN=C1CCCC1)NCCc1ccccc1	-1.3	3
N#Cc1ccc(-n2nccc2-c2cnc3n(c2=O)CCS3)cc1	-0.6	22
Cc1ccc(S(=O)(=O)N(CC(=O)Nc2cccc([N+](=O)[O-])c2)Cc2ccc(Cl)cc2)cc1	4.2	32
COCCCNC(=O)COc1cc2c(c3oc(=O)c(C)c(C)c13)CCC(C)(C)O2	-1.1	-2
CS(=O)(=O)N1CCN(C(=O)c2cc(-c3ccncc3)nc3ccc(Cl)cc23)CC1	-0.1	17
COc1ccccc1CCNC(=O)c1nccnc1C(=O)O	-0.2	2
COC(=O)c1ccc(Oc2ccc3nnc(C)n3n2)cc1	-2.1	32
CC(=O)OC(C(=O)NC1CCCCC1)c1ccccc1 (stereo unspecified)	-0.5	24
S=C(Nc1ccc(Cl)cc1Cl)N1CCN(c2ccccn2)CC1	-0.1	-4
COCC(C)n1c(C)cc(C(=O)CSc2ccc(NC(C)=O)cc2)c1C (stereo unspecified)	-0.5	8
CSc1nnc(-c2cc(Br)ccc2N=Cc2c(C)[nH]n(-c3ccccc3)c2=O)c(=O)[nH]1	0.0	48*
CC(C)(C)OC(=O)CNC(=O)c1nc[nH]c1C(=O)N1CCN(c2ccccc2)CC1	0.1	12
Cc1cccc(C)c1NC(=O)CN(C)C(C)C(=O)NCC(=O)Nc1ccc(F)c(F)c1F (stereo unspecified)	-0.1	6
Cc1ccc(OCCCCn2c(CO)nc3ccccc32)cc1	0.1	19
COC(=O)Cc1c(C)c2ccc(OCc3nn[nH]n3)c(C)c2oc1=O	0.7	4
Cc1cccc(NC(=O)C2C3C=CC(C4CC34)C2C(=O)O)c1 (stereo unspecified)	-1.0	15
N#CCC(=O)N/N=C/c1ccc(Cl)cc1	-1.5	1
Cc1ccc(C2C(C#N)=C(N)N(c3cccnc3)C3=C2C(=O)CCC3)c(C)c1 (stereo unspecified)	0.1	26
Cc1nc(-c2cccnc2)sc1C(=O)Nc1cccc(C(F)(F)F)c1	0.5	13
CCN(Cc1ccccc1)C(=O)c1ccc(Cl)cc1[N+](=O)[O-]	-0.9	4
Cc1cc(C)nc(NC(=O)/C=C/c2ccccc2Cl)c1	-1.3	48
CCCNc1c(NS(=O)(=O)c2ccc(Br)cc2)c(=O)oc2ccccc12	-0.7	36
CCn1c(SCC(=O)N/N=C/c2cc(OC)c(O)c(OC)c2)nc2ccccc21	-0.3	25
CCOC(=O)c1cc(C)n(-c2ccccc2)c1C	-2.2	13
COCC(=O)NC1CCN(C(=O)Nc2ccc(Br)cc2)CC1	-0.8	7
CCCNC(=O)COC(=O)c1cccnc1Nc1ccccc1F	1.9	34
CCCC(c1nnnn1Cc1ccco1)N1CCN(c2ccccc2)CC1 (stereo unspecified)	-0.9	26
COCC(=O)Nc1ccc(Nc2ccccc2)cc1	1.1	17
COc1ccccc1CNC(=O)C1CCC(=O)N(CCCN2CCCC2=O)C1 (stereo unspecified)	-1.8	9
COc1ccccc1NC(=O)CN1CCCCCC1	-0.5	6
COc1ccc(CCC(=O)OCC(=O)N2CCN(S(=O)(=O)c3ccc(C)cc3C)CC2)cc1	0.9	-2

Further entries
mol	STK33 kinase inh	OX1R antag
Cn1cnnc1SCC(=O)Nc1cccc(S(=O)(=O)N2CCOCC2)c1	0.8	6
CCCCNC(=O)Oc1cc(CCl)on1	-1.3	-2
CC(C)C(=O)Nc1nnc(SCC(=O)N2C(C)CCCC2C)s1 (stereo unspecified)	-0.7	12
O=[N+]([O-])c1cccnc1Sc1ccc(Br)cc1	-0.1	31
O=C(NC(Cc1c[nH]c2ccccc12)C(=O)O)/C(=C/c1ccc(F)cc1)NC(=O)c1ccccc1 (stereo unspecified)	-2.0	14
Nc1nc(NCC2CCCO2)nc(Nc2ccc(Cl)cc2)c1[N+](=O)[O-] (stereo unspecified)	3.3	11
Cc1ccc(NC(=O)Nc2cccnc2)cc1	·	0
CC(=O)NC1C(Oc2ccc3c(C)cc(=O)oc3c2)OC(COC(C)=O)C(OC(C)=O)C1OC(C)=O (stereo unspecified)	-1.4	16
CC(C)(C)NC(=S)N1CCC(C(=O)c2ccc(Cl)cc2)CC1	-0.5	3
O=C(CN1CCCCC1)N1CCN(S(=O)(=O)c2ccccc2)C1	-1.8	15
CC(CNC(=O)Cn1ccc(N)nc1=O)c1ccccc1 (stereo unspecified)	-0.8	5
CCC(O)C1CCN(Cc2cn(-c3ccc(OC)cc3)nc2-c2cccc(F)c2)CC1 (stereo unspecified)	0.1	5
CCN(CC)C(=O)c1[nH]cnc1C(=O)Nc1cccc(Cl)c1	0.0	0
CC(=O)N1CCN(S(=O)(=O)c2cccc(C(=O)Nc3ccc(F)c(F)c3)c2)CC1	-0.5	7
CC1Cc2ccccc2N1Cc1cc(=O)c(OCC(=O)NCCc2ccccc2)co1 (stereo unspecified)	·	8
Cc1nnc(SCC(=O)Nc2ccc(S(N)(=O)=O)cc2)n(N)c1=O	-0.8	25
O=c1[nH]cnc2c1C1(CCCC1)Cc1ccccc1-2	1.7	-1
O=S(=O)(c1ccc(NC(=S)Nc2ccccc2)cc1)N1CCOCC1	-1.2	14
Cc1[nH]nc(N=CC2=C(O)CC(c3ccco3)CC2=O)c1-c1ccc(Cl)cc1 (stereo unspecified)	1.7	2
Cc1c(C(=O)Nc2ccc(F)cc2)sc2ncn(CC(=O)N3CCCCC3)c(=O)c12	0.5	1
CCOC(=O)COc1ccc([N+](=O)[O-])cc1	-2.0	16
Cc1cc(C)n(-c2c(F)c(F)c(CO)c(F)c2F)n1	-1.9	7
CN(c1ccccc1)S(=O)(=O)c1cccc(C(=O)NC2CCCCC2)c1	0.5	12
CCOC(=O)Cc1csc(NC(=O)CSc2nccn2C)n1	0.3	14
O=C(Nc1cccnc1)c1cc([N+](=O)[O-])ccc1Cl	-1.1	44
CC(C)CNC(=O)c1coc(=O)c(Br)c1	10	27
COc1cccc(/C=C/C(=O)c2ccc(C)c([N+](=O)[O-])c2)c1	0.4	18
CCCc1cc(=O)[nH]c(SCC(=O)c2ccc(S(=O)(=O)N3CCCC3)cc2)n1	-2.4	5
N#Cc1ccccc1CSc1ccc(-c2nc3ccccc3[nH]2)cn1	-0.5	32
C/C(=N/NS(=O)(=O)c1ccc(C)cc1C)c1c[nH]c2ccccc12	0.1	·

Quoted from the listing:
For OX1R antag, Nc1nc(NCC2CCCO2)nc(Nc2ccc(Cl)cc2)c1[N+](=O)[O-] (stereo unspecified) is entered as 11
For OX1R antag, CCN(CC)C(=O)c1[nH]cnc1C(=O)Nc1cccc(Cl)c1 is entered as 0

Some of these compounds in order of their number in OX1R antag, falling:
smiles	STK33 kinase inh	OX1R antag
CC1Cc2ccccc2N1Cc1cc(=O)c(OCC(=O)NCCc2ccccc2)co1 (stereo unspecified)	·	8
CCCc1cc(=O)[nH]c(SCC(=O)c2ccc(S(=O)(=O)N3CCCC3)cc2)n1	-2.4	5
CC(C)(C)NC(=S)N1CCC(C(=O)c2ccc(Cl)cc2)CC1	-0.5	3

Remaining list, next part
mol	STK33 kinase inh	OX1R antag
COc1ccc(C2C(C#N)=C(N)Oc3c2oc(CO)cc3=O)c(OC)c1OC (stereo unspecified)	-1.5	8
CCCCP(=O)(CCCC)CCP(=O)(c1ccccc1)c1ccccc1	-2.8	1
O=C(/C=C/c1ccccc1)C1=C(O)C(=O)N(CCO)C1c1ccc2c(c1)OCO2 (stereo unspecified)	-1.5	16
CCCC(=NCCc1c(C)[nH]c2ccccc12)C1=C(O)CC(c2ccccc2)CC1=O (stereo unspecified)	1.1	24
O=C(NCc1ccccc1)c1ccc(C(=O)N(C2CCCCC2)C2CCCCC2)cc1	-0.6	7
CCCN1CCN(C(=S)Nc2ccccc2C(F)(F)F)CC1	0.5	9
Cc1ccc(S(=O)(=O)NCCC(=O)NC2CCCC2)cc1	0.0	8
COc1ccc(/C=N/NC(=O)c2cc(-c3cccn3C)n[nH]2)cc1OC	-0.6	24
O=C(CN1CCOCC1)N/N=C/c1ccco1	-0.7	11
Cc1cccc(C(=O)NCC(=O)N2CC(=O)Nc3ccccc32)c1	·	8
COc1ccc(C(C(=O)NC2CCCC2)N(Cc2cccnc2)C(=O)Cc2cccs2)c(OC)c1 (stereo unspecified)	-0.5	8
CCOc1c(OC(C)=O)ccc(/C=C/c2ccc3cccc(OC(C)=O)c3n2)c1[N+](=O)[O-]	0.5	9
C/C(CC(=O)NCc1ccco1)=N\NC(=O)c1ccc(Cl)cc1Cl	-1.1	9
CCCn1nnc(NC(=O)c2cccnc2Cl)n1	0.5	21
Cn1cccc1/C=N/NC(=O)c1sc2ccccc2c1Cl	-1.6	74*
COc1ccc(-c2noc(CN(C)C(=O)c3ccoc3C)n2)cc1	-0.2	28
Cn1c(N2CCCC2)nc2c1c(=O)n(Cc1cccc(F)c1)c(=O)n2C	-1.3	10
Cn1nnnc1SCC1=C(C(=O)O)N2C(=O)C(NC(=O)Cn3nc(C(F)F)cc3C3CC3)C2SC1 (stereo unspecified)	-0.2	10
CN1CCN(c2nc(-c3ccc(Br)cc3)nnc2-c2ccccc2)CC1	0.1	5
Cn1cnc2c(oc3ccccc32)c1=O	-1.3	16
CCOC(=O)C1CCCN(Cc2cc(=O)oc3cc(C)c(C(C)C)cc23)C1 (stereo unspecified)	-0.3	25
O=C(Oc1cccc(N2C(=O)CCC2=O)c1)C1CC(=O)N(c2ccc(Br)cc2)C1 (stereo unspecified)	0.9	-3
C=CCn1c(C(CCC(C)C)CC(C)(C)O)n[nH]c1=S (stereo unspecified)	0.2	6
Cc1ccccc1C(=O)NCCn1cc(SCC(=O)NCC2CCCO2)c2ccccc21 (stereo unspecified)	-0.6	10
COC(=O)c1sc2ccccc2c1NC(=O)c1ccc(S(=O)(=O)N2CC(C)CC(C)C2)cc1 (stereo unspecified)	-0.2	6

Another view of some results above:
CC(C)(C)NC(=S)N1CCC(C(=O)c2ccc(Cl)cc2)CC1
  STK33 kinase inh: -0.5
  OX1R antag: 3

O=C(CN1CCCCC1)N1CCN(S(=O)(=O)c2ccccc2)C1
  STK33 kinase inh: -1.8
  OX1R antag: 15

CC(CNC(=O)Cn1ccc(N)nc1=O)c1ccccc1 (stereo unspecified)
  STK33 kinase inh: -0.8
  OX1R antag: 5

CCC(O)C1CCN(Cc2cn(-c3ccc(OC)cc3)nc2-c2cccc(F)c2)CC1 (stereo unspecified)
  STK33 kinase inh: 0.1
  OX1R antag: 5
